Source: PubChem BioAssay
MEKK2wt PB1 HTS: raises or lowers MEK5 binding to wildtype human MEKK2 PB1 domain; 1.1% of 290,000 active; binding response (% of control), % at 10 µM; bead flow cytometry, Alexa488-MEK5 binding to MEKK2 WT; actives lie on both sides; in the data active means binding response below about 67% or above about 130%
V1R ag counter: V1a receptor agonism, counter-screen for OXTR agonists; P37288; CHO-V1R cells, Fluo-8 calcium fluorescence, agonist mode; 0% DMSO, 100% 3 nM vasopressin; activation, % at 3 µM; 0.25% of 320,000 active; AID 2797;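 active means activation above the mean activation of all tested compounds plus 3 SD, per screening run, cut at about 20% in these data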;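 further: signal is peak over basal fluorescence ratio across a 100 second FLIPR read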
GalR3 antag: human GalR3 antagonism | O60755 | HEK293 GalR3-CNG cAMP membrane potential fluorescence; galR3 body fused to GalR1 C-terminus | 0.44% of 360,000 active | inhibition, % at 3 µM;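 active means inhibition above the screen-wide average plus 3 SD, cut at about 13% in these data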;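 further: forskolin and galanin both at EC90 stimulate the cells; cAMP rise reported by CNG channel membrane potential dye signal; 0% = forskolin plus galanin with DMSO and 100% = forskolin alone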
Target sequence (O60755 1-299 limits assumed): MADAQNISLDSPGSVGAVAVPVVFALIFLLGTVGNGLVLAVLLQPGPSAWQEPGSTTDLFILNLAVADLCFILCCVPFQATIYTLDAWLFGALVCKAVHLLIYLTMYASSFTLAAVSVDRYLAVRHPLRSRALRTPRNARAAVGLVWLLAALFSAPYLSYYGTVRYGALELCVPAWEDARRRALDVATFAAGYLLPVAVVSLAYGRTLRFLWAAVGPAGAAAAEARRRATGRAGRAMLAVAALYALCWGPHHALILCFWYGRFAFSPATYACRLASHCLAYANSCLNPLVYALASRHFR
NALP1 inh: blocks the NALP1 inflammasome reconstituted in yeast; S. cerevisiae NALP1/ASC/caspase-1 growth, X-gal OD620, 72 h; inhibition, % at 10 µM; 0.61% of 280,000 active; AID 2071; in the data active means inhibition mostly above about 24%, no sharp cut-off; inactive means mostly below about 32%; further: some compounds called inactive have numbers as strong as hits
MEKK2mut PB1 HTS: signal of MEK5 binding to mutant human MEKK2 PB1 domain. bead flow cytometry, Alexa488-MEK5 binding to MEKK2 mutant. percent response, % at 10 µM. 0.35% of 290,000 active; in the data active means percent response above about 24%, passing the limit was not always enough; further: inactives centre near 1; some results filed as inactive read as strong as hits; reference of the scale not given here
GPR7 antagonist: blocks human GPR7 receptor signaling. inhibition, % at 4.4 µM. 1.1% of 290,000 active. P48145. GPR7-expressing cells, fluorescence antagonist assay; in the data active means inhibition above about 16%, passing the limit was not always enough;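 further: cells stimulated with the agonist NPW; 0% = agonist with vehicle and 100% = vehicle without agonist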
MEKK3 PB1 HTS: modulators (inhibitors or enhancers) of MEK5 binding to human MEKK3 PB1 domain | Q99759 | bead-based flow cytometry, Alexa488-MEK5 binding to MEKK3; actives lie on both sides; 0 = blocked by unlabeled MEK5, 100 = vehicle | binding response (% of control), % at 10 µM | 1.4% of 290,000 active | AID 1529;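 active means binding response more than 3 SD above or below the average of its plate-row segment, actives on both sides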;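 further: Alexa488 bead fluorescence after subtracting the streptavidin-only scavenger bead signal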
PHOSPHO1 block: blocks human PHOSPHO1 phosphatase activity | 1.1% of 290,000 active | AID 1565 | inhibition, % at 13.3 µM | Q8TCT1 | recombinant PHOSPHO1, absorbance phosphatase assay; in the data active means inhibition above about 60%
Target sequence (Q8TCT1 whole entry, looked up): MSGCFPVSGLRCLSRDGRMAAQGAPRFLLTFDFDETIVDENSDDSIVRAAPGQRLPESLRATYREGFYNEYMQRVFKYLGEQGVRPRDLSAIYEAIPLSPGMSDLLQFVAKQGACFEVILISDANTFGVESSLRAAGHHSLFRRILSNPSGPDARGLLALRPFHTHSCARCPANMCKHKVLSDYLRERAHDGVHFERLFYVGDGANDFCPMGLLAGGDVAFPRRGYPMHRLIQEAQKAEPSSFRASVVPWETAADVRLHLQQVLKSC
OXTR ag: human OXTR agonism | AID 2435 | CHO-OTR cells, Fluo-8 calcium fluorescence; normalized: DMSO 0%, oxytocin 100% | activation, % at 3 µM | 0.32% of 320,000 active | P30559;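 active means activation above the mean of all tested compounds plus 3 SD, cutoff set per screening run, cut at about 20% in these data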;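 further: peak over basal fluorescence ratio from a 100 s FLIPR kinetic read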
Target sequence (P30559 whole entry, looked up): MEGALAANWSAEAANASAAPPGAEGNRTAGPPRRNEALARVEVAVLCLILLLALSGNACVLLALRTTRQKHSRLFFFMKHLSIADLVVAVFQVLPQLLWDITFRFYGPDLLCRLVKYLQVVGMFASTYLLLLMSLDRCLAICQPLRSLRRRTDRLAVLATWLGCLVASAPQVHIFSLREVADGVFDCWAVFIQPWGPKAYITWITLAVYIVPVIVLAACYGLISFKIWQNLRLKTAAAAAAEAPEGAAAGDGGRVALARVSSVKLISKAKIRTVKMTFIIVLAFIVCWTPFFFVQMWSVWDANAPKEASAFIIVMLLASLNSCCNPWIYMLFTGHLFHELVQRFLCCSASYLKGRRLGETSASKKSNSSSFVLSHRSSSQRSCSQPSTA
* hit, by the source's call.

Screening NS(=O)(=O)c1ccc(-c2ccc(/C=N/NC(=O)c3ccc([N+](=O)[O-])cc3)o2)cc1 returned MEKK2wt PB1 HTS 103, V1R ag counter 0.6, GalR3 antag -4, NALP1 inh 15, MEKK2mut PB1 HTS 2, GPR7 antagonist -9, MEKK3 PB1 HTS 100, PHOSPHO1 block 49 and OXTR ag 1.0.
For Cc1nc(CC(=O)Nc2nc(C(C)(C)C)cs2)cs1 the results were MEKK2wt PB1 HTS 101, V1R ag counter 0.6, GalR3 antag -2, NALP1 inh 5, MEKK2mut PB1 HTS 0, GPR7 antagonist -10, MEKK3 PB1 HTS 92, PHOSPHO1 block 24 and OXTR ag -0.7.
For Cc1onc(-c2c(Cl)cccc2Cl)c1C(=O)Nc1nc(C(C)(C)C)cs1 the results were MEKK2wt PB1 HTS 103, V1R ag counter -0.1, GalR3 antag -5, NALP1 inh 36*, MEKK2mut PB1 HTS -1, GPR7 antagonist -16, MEKK3 PB1 HTS 104, PHOSPHO1 block 12 and OXTR ag -3.5.
For COc1ccc(S(=O)(=O)Nc2ccc(N(C)C(C)=O)cc2)cc1 the results were MEKK2wt PB1 HTS 98, V1R ag counter 5.3, GalR3 antag -4, NALP1 inh -7, MEKK2mut PB1 HTS -2, GPR7 antagonist -6, MEKK3 PB1 HTS 98, PHOSPHO1 block 9 and OXTR ag 1.7.
For O=C(CCOc1ccccc1)Nc1ccnn1C1CCN(Cc2ccc(CO)o2)CC1 the results were MEKK2wt PB1 HTS 114, V1R ag counter -0.6, GalR3 antag -1, NALP1 inh 25, MEKK2mut PB1 HTS 3, GPR7 antagonist 14, MEKK3 PB1 HTS 96, PHOSPHO1 block 33 and OXTR ag -0.2.
For N#Cc1c(N2CCCCC2)nc(N2CCCCC2)c2c1CCN(Cc1ccccc1)C2 the results were MEKK2wt PB1 HTS 108, V1R ag counter 0.1, GalR3 antag -6, NALP1 inh 20, MEKK2mut PB1 HTS 5, GPR7 antagonist 46*, MEKK3 PB1 HTS 96, PHOSPHO1 block 14 and OXTR ag -0.7.
Screening CCn1c(-c2nn(C)c(C)c2Cl)n[nH]c1=S returned MEKK2wt PB1 HTS 99, V1R ag counter 0.1, GalR3 antag 4, NALP1 inh -24, MEKK2mut PB1 HTS 2, GPR7 antagonist -7, MEKK3 PB1 HTS 101, PHOSPHO1 block 6 and OXTR ag -0.1.
For Cc1cc(C(=O)N/N=C\c2ccc(COc3ccc([N+](=O)[O-])cc3)o2)ccc1[N+](=O)[O-] the results were MEKK2wt PB1 HTS 109, V1R ag counter 2.1, GalR3 antag 0, MEKK2mut PB1 HTS 5, GPR7 antagonist -5, MEKK3 PB1 HTS 106, PHOSPHO1 block -16 and OXTR ag 1.1.
For CN(C)S(=O)(=O)c1ccccc1N=C=S the results were MEKK2wt PB1 HTS 86, GalR3 antag -11, NALP1 inh 2, MEKK2mut PB1 HTS -10, GPR7 antagonist -8, MEKK3 PB1 HTS 81 and PHOSPHO1 block 37.
CCOC(=O)c1cnc2c(CC)cccc2c1NCCN1CCOCC1 was read as MEKK2wt PB1 HTS 107, V1R ag counter -0.1, GalR3 antag -2, NALP1 inh 6, MEKK2mut PB1 HTS 9, GPR7 antagonist 2, MEKK3 PB1 HTS 106, PHOSPHO1 block 40 and OXTR ag -1.7.
COc1ccc(C(=O)Nc2ccc(NS(=O)(=O)c3ccccc3)cc2)cc1OC was read as MEKK2wt PB1 HTS 92, V1R ag counter 0.5, GalR3 antag -3, MEKK2mut PB1 HTS -11, GPR7 antagonist 1, MEKK3 PB1 HTS 80, PHOSPHO1 block 5 and OXTR ag -1.1.
For CC(=O)C1=NN(c2ccccc2)C(c2ccc3c(c2)OCO3)N1c1ccccc1 (configuration not stated) the results were MEKK2wt PB1 HTS 90, V1R ag counter -0.1, GalR3 antag -5, NALP1 inh 41, MEKK2mut PB1 HTS -3, GPR7 antagonist 6, MEKK3 PB1 HTS 90, PHOSPHO1 block 3 and OXTR ag -2.1.
For Cc1nnc(SCC(=O)c2cc(C)n(C3CC3)c2C)s1 the results were MEKK2wt PB1 HTS 105, V1R ag counter -0.7, GalR3 antag -3, NALP1 inh 15, MEKK2mut PB1 HTS 0, GPR7 antagonist 0, MEKK3 PB1 HTS 100, PHOSPHO1 block 105* and OXTR ag -0.7.
For COc1ccccc1/C=C/C=N/n1c(C)nnc1C the results were MEKK2wt PB1 HTS 106, V1R ag counter -0.1, GalR3 antag -4, NALP1 inh -6, MEKK2mut PB1 HTS 1, GPR7 antagonist -15, MEKK3 PB1 HTS 105, PHOSPHO1 block 33 and OXTR ag -0.7.
For CC(C)(C)C(=O)CN1C(=O)C2(OCCO2)c2ccccc21 the results were MEKK2wt PB1 HTS 96, V1R ag counter -1.0, GalR3 antag -5, NALP1 inh -3, MEKK2mut PB1 HTS -8, GPR7 antagonist 5, MEKK3 PB1 HTS 92, PHOSPHO1 block 11 and OXTR ag -0.5.
For CCOc1cc(C(=O)NC2=NCCS2)cc(OCC)c1OCC the results were MEKK2wt PB1 HTS 96, V1R ag counter -1.5, GalR3 antag -3, NALP1 inh 4, MEKK2mut PB1 HTS -3, GPR7 antagonist -9, MEKK3 PB1 HTS 98, PHOSPHO1 block 26 and OXTR ag -0.2.
Cc1cc(C(=O)Nc2ccc3ccccc3c2)c(C)o1 was read as MEKK2wt PB1 HTS 96, V1R ag counter -0.3, GalR3 antag -9, NALP1 inh 14, MEKK2mut PB1 HTS 0, GPR7 antagonist 2, MEKK3 PB1 HTS 95, PHOSPHO1 block 31 and OXTR ag -1.4.
Screening CC[C@H](C)[C@H](NC(N)=O)C(=O)NCCc1ccc(Cl)cc1Cl returned MEKK2wt PB1 HTS 92, V1R ag counter 1.0, GalR3 antag 0, NALP1 inh 0, MEKK2mut PB1 HTS -3, GPR7 antagonist -9, MEKK3 PB1 HTS 100, PHOSPHO1 block 40 and OXTR ag -0.7.
Cc1c(C)c(C)c(CN2CCCC2)c(C)c1C was read as MEKK2wt PB1 HTS 100, V1R ag counter 0.3, GalR3 antag 12, NALP1 inh -7, MEKK2mut PB1 HTS -1, GPR7 antagonist -6, MEKK3 PB1 HTS 98, PHOSPHO1 block 24 and OXTR ag -0.2.
For O=C(OC1CCOC1=O)c1ccc2ccccc2n1 (configuration not stated) the results were MEKK2wt PB1 HTS 99, V1R ag counter -0.3, GalR3 antag -3, NALP1 inh 24, MEKK2mut PB1 HTS 4, GPR7 antagonist -3, MEKK3 PB1 HTS 101, PHOSPHO1 block -10 and OXTR ag -0.8.
Screening O=S(=O)(Nc1ccc(Cl)c(C(F)(F)F)c1)c1cnc[nH]1 returned MEKK2wt PB1 HTS 107, V1R ag counter 1.0, GalR3 antag 0, NALP1 inh 0, MEKK2mut PB1 HTS 10, GPR7 antagonist -7, MEKK3 PB1 HTS 107, PHOSPHO1 block -36 and OXTR ag 1.4.
O=S1(=O)CCN(Cc2cccc(Cl)c2)CC1 was read as MEKK2wt PB1 HTS 105, V1R ag counter -0.3, GalR3 antag 0, NALP1 inh -54, MEKK2mut PB1 HTS 2, GPR7 antagonist -3, MEKK3 PB1 HTS 102, PHOSPHO1 block 29 and OXTR ag 0.8.
`Cc1ccc(-n2nccc2-c2nn(-c3cccc(C(F)(F)F)c3)c(=O)n(C)c2=O)cc1` gave MEKK2wt PB1 HTS 103, V1R ag counter -0.2, GalR3 antag -6, NALP1 inh 11, MEKK2mut PB1 HTS 0, GPR7 antagonist -20, MEKK3 PB1 HTS 103, PHOSPHO1 block -31 and OXTR ag -0.7.
COc1cc(-c2cc(C(=O)Nc3cccc(S(=O)(=O)N(C)C)c3)c3ccccc3n2)cc(OC)c1OC was read as MEKK2wt PB1 HTS 96, V1R ag counter 9.7, GalR3 antag -8, NALP1 inh 3, MEKK2mut PB1 HTS 0, GPR7 antagonist 1, MEKK3 PB1 HTS 101, PHOSPHO1 block 28 and OXTR ag 8.5.
For COc1ccc(N2CC(C(=O)N[C@H](C(=O)NC3CCCC3)C(C)C)CC2=O)cc1 (some centres not stated) the results were MEKK2wt PB1 HTS 102, V1R ag counter -0.7, GalR3 antag 0, NALP1 inh -4, MEKK2mut PB1 HTS 2, GPR7 antagonist -8, MEKK3 PB1 HTS 100, PHOSPHO1 block 30 and OXTR ag -0.3.
`CON(C)S(=O)(=O)c1ccc2c(c1)N(Cc1ccc(C)cc1)C(=O)C1CCCN21` (configuration not stated) gave MEKK2wt PB1 HTS 100, V1R ag counter 0.3, GalR3 antag -4, NALP1 inh 2, MEKK2mut PB1 HTS 0, GPR7 antagonist -18, MEKK3 PB1 HTS 101, PHOSPHO1 block 38 and OXTR ag -0.3.
CSc1ncc(CN2CCc3c([nH]c4ccccc34)C2c2cccc(C)n2)cn1 (configuration not stated) was read as MEKK2wt PB1 HTS 91, V1R ag counter -0.8, GalR3 antag 0, MEKK2mut PB1 HTS -17, GPR7 antagonist -17, MEKK3 PB1 HTS 87, PHOSPHO1 block 32 and OXTR ag 0.1.
Screening CC(=O)Nc1nonc1-n1nnc(C(=O)NCc2ccccc2)c1C returned MEKK2wt PB1 HTS 102, V1R ag counter 0.9, GalR3 antag -2, NALP1 inh -6, MEKK2mut PB1 HTS -2, GPR7 antagonist -3, MEKK3 PB1 HTS 102, PHOSPHO1 block 14 and OXTR ag 0.9.
CCCc1nnc(SCC(=O)N2CCOCC2)n1Cc1ccco1 was read as MEKK2wt PB1 HTS 104, V1R ag counter 0.8, GalR3 antag -2, NALP1 inh 11, MEKK2mut PB1 HTS 5, GPR7 antagonist 0, MEKK3 PB1 HTS 101, PHOSPHO1 block 3 and OXTR ag 0.2.
For CCOc1ccc(CNC(=O)CCS(=O)(=O)Cc2ccccc2C)cc1OC the results were MEKK2wt PB1 HTS 92, V1R ag counter -0.2, GalR3 antag 7, NALP1 inh 10, MEKK2mut PB1 HTS -3, GPR7 antagonist -6, MEKK3 PB1 HTS 99, PHOSPHO1 block 32 and OXTR ag -0.7.
`Cc1ccc(-c2nn(-c3ccccc3)cc2CSC(=N)N)cc1` gave MEKK2wt PB1 HTS 205*, V1R ag counter 12, GalR3 antag 4, NALP1 inh 7, MEKK2mut PB1 HTS 52*, GPR7 antagonist 10, MEKK3 PB1 HTS 113, PHOSPHO1 block 52 and OXTR ag 24*.
`CC(=O)C1=NN(c2ccccc2)C(c2cccs2)N1c1ccccc1` (configuration not stated) gave MEKK2wt PB1 HTS 98, V1R ag counter -0.7, NALP1 inh 14, MEKK2mut PB1 HTS 0, GPR7 antagonist -12, MEKK3 PB1 HTS 103, PHOSPHO1 block -4 and OXTR ag -1.6.
For Cc1ccc(-n2c(Cc3cccn3C)nnc2SCC(N)=O)cc1 the results were MEKK2wt PB1 HTS 103, V1R ag counter 0.5, GalR3 antag -6, NALP1 inh -10, MEKK2mut PB1 HTS 4, GPR7 antagonist -12, MEKK3 PB1 HTS 100, PHOSPHO1 block 21 and OXTR ag 0.3.
For Cn1cnnc1SCC(=O)Nc1ccc(Br)cc1F the results were MEKK2wt PB1 HTS 98, V1R ag counter 0.2, GalR3 antag -7, NALP1 inh 14, MEKK2mut PB1 HTS 2, GPR7 antagonist 7, MEKK3 PB1 HTS 99, PHOSPHO1 block 22 and OXTR ag 0.7.

For convenience, part of the list above:
For Cc1ccc(-n2c(Cc3cccn3C)nnc2SCC(N)=O)cc1 the results were MEKK2wt PB1 HTS 103, V1R ag counter 0.5, GalR3 antag -6, NALP1 inh -10, MEKK2mut PB1 HTS 4, GPR7 antagonist -12, MEKK3 PB1 HTS 100, PHOSPHO1 block 21 and OXTR ag 0.3.
For Cn1cnnc1SCC(=O)Nc1ccc(Br)cc1F the results were MEKK2wt PB1 HTS 98, V1R ag counter 0.2, GalR3 antag -7, NALP1 inh 14, MEKK2mut PB1 HTS 2, GPR7 antagonist 7, MEKK3 PB1 HTS 99, PHOSPHO1 block 22 and OXTR ag 0.7.
